# SENP8 block = inhibitors of human SENP8 protease. Q96LD8. purified SENP8, Z-RLRGG-aminoluciferin cleavage, luminescence. inhibition, % at 10 µM. 1.2% of 330,000 active
# Target sequence (Q96LD8 whole entry, looked up): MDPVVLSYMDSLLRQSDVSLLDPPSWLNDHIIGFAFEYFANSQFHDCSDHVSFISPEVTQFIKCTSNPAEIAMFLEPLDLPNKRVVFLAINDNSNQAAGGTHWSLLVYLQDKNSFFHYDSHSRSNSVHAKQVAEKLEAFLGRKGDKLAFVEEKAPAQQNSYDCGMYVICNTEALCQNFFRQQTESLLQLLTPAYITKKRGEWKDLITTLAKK
# Gli-Sufu antag = blocks Gli-Sufu signaling in a luciferase reporter. inhibition, % at 5 µM. Sufu-KO-LIGHT fibroblasts, Gli luciferase reporter luminescence. 0.74% of 340,000 active;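 active = inhibition above about 55%, limit read from the data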;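 note: 0% = DMSO-treated cells and 100% = wells with medium but no cells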
# HKDC1 inh = blocks human hexokinase HKDC1 activity; recombinant HKDC1, G6PDH/diaphorase resazurin coupled fluorescence; inhibition, % at 20 µM; 0.16% of 340,000 active; AID 493160;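 active = inhibition above about 35% when tested at 20 µM, limit read from the data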;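 note: plate controls were DMSO wells with enzyme for no effect and DMSO wells lacking enzyme for full effect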
#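 Assay system: recombinant HKDC1 hexokinase; detection: coupled resazurin fluorescence, excitation 525 nm, emission 613 nm; benchmarks: DMSO-plus-enzyme-mix negative control, buffer-substituted positive control; compound dosing: single 20 µM dose; schedule: 90 min at room temperature in dark; also added: glucose plus 1 mM ATP as hexokinase substrates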
# Jurkat NFkB inh = lowers PMA/ionomycin-induced NF-kB signal in Jurkat cells | PMA/ionomycin-induced NF-kB luciferase reporter, luminescence | inhibition, % at 4 µM | 0.53% of 330,000 active | AID 435003
# SENP7 block = SENP7 protease inhibition | Q9BQF6 | recombinant SENP7, Z-RLRGG-aminoluciferin luminescence, 40 min | inhibition, % at 5 µM | 1.5% of 330,000 active | AID 434973;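 active = inhibition above about 50% at the single test dose, limit read from the data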;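 note: plate controls were DMSO with enzyme for no effect and no enzyme buffer wells for full effect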
# Target sequence (Q9BQF6 706-1050 limits assumed): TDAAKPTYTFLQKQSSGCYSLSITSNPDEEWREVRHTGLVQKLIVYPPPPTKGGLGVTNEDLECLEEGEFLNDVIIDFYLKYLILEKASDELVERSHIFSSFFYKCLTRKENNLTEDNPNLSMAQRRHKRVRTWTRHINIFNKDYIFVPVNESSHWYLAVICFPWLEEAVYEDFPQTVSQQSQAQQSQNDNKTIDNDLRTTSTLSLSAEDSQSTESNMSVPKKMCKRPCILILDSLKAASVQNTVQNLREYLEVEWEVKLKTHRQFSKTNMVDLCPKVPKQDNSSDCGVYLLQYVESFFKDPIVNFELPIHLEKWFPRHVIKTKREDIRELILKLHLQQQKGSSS
# UBC13 inh = human UBC13 polyubiquitination inhibition; UBC13 polyubiquitin chain formation, TR-FRET; P61088; inhibition, % at 20 µM; 0.47% of 330,000 active; AID 485273; in the data active = inhibition above about 45%, passing the limit was not always enough
# Target sequence (P61088 whole entry, looked up): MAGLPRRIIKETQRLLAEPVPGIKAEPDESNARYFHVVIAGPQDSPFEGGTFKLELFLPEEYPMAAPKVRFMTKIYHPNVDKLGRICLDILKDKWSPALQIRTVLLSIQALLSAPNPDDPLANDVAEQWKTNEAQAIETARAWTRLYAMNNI
# Apaf1 inhib = inhibitors of human Apaf-1 apoptosome. AID 489030. reconstituted apoptosome caspase-3 activity, DEVD-Rh110 fluorescence. O14727. inhibition, % at 20 µM. 0.71% of 330,000 active; active = inhibition of at least 40% at 20 µM;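 note: plate controls were DMSO wells for no effect and DEVD-CHO caspase inhibitor wells for full effect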
#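 detection = Rh110 fluorescence intensity | test system = biochemical Apaf-1 apoptosome reconstitution | also added = cytochrome c and DEVD-Rh110 substrate | schedule = 30 min plus 50 min, RT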
# 697 NFkB inh = inhibitors of the PMA/ionomycin-induced NF-kB reporter in 697 B cells; 697 B-cell NF-kB luciferase reporter, 16 h; inhibition, % at 4 µM; 0.33% of 330,000 active; AID 435022; in the data active = inhibition above about 35%
# Starred values were filed as active, the others as inactive; / = no result given. Cut-off read from the data, not from the text of the source, unless noted: active = inhibition above about 50%; inactive = the rest.
SMILES,Apaf1 inhib,SENP7 block,Gli-Sufu antag,Jurkat NFkB inh,697 NFkB inh,UBC13 inh,SENP8 block,HKDC1 inh
COc1ccc(CN(C(=O)CO/N=C/c2ccccc2)c2ccccc2C(=O)O)cc1,-3,2,8,-3,9,2,0,2
CSc1ccccc1NC(=O)CN(C)C(=O)COc1ncnc2ccccc12,-8,-12,18,2,7,12,-4,-5
CCN(CC)c1nc(SCCOC(=O)Nc2ccccc2)nc(N(CC)CC)n1,16,7,-13,-29,-31,-8,-6,10
Nc1cnnc(N/N=C\c2ccccc2)c1Cl,-9,21,-36,-43,-42,-11,-1,-2
Cc1cccc(Nc2cc(=O)[nH]c(=O)[nH]2)c1C,10,9,11,-16,7,1,-5,-2
O=C(N[C@H]1/C=C\[C@@H](O)CCCC1)OCc1ccccc1,0,4,-91,/,-98,/,/,20
CC1CCCCC1NC(=O)c1cncc(Br)c1 (configuration not stated),-1,11,-21,-18,-14,3,-4,0
O=C(COc1cccc2ccccc12)N1c2ccccc2CCc2ccccc21,16,9,13,12,5,13,5,12
Cc1[nH]c2ccccc2c1N=Nc1cc(C(=O)O)cc(C(=O)O)c1,-19,0,-19,4,21,-16,6,-3
COCCn1c(C(C)C)nc2sc3ccccc3c(=O)c2c1=O,8,2,4,-14,-18,2,2,-7
Cc1ccc(N2CCN(/N=C/c3cccnc3)CC2)cc1,7,1,-11,5,-1,2,-4,0
CCCCSc1nc(C)cc(SCC(=O)N/N=C/c2ccccc2)n1,17,-2,17,29,0,14,-8,-7

# (continued)
SMILES,Apaf1 inhib,SENP7 block,Gli-Sufu antag,Jurkat NFkB inh,697 NFkB inh,UBC13 inh,SENP8 block,HKDC1 inh
Cc1cccc(NC(=O)CSCC(=O)NCc2ccco2)c1,8,8,-3,2,17,7,5,3
COc1ccc(-c2csc(NC(=O)CSc3nc(C)nc4sc(C(=O)O)c(C)c34)n2)cc1,8,-7,-4,-9,-7,-14,-6,20
O=C(NCCCn1ccnc1)c1nc(Cn2cc([N+](=O)[O-])cn2)no1,7,-6,7,-26,-14,0,-7,-9
CCOc1ccccc1C1CC(=O)NC(SCC)=C1C#N (configuration not stated),-1,10,3,-11,3,-3,2,3
CCN(CC)c1ccc(C(=O)NNC(=O)CCl)cc1,-24,8,-40,-8,5,19,1,-3
Cc1ccccc1CC(=O)N1CCN(C(=O)C2CCCO2)CC1 (configuration not stated),-27,-5,-4,9,4,6,-6,6
CCOc1ccc(OCC(=O)OCC(=O)N2CCN(C(=O)c3ccco3)CC2)cc1,3,-11,20,-4,-13,-3,1,-6
COc1ccc(-c2cc(-c3ccccc3)c(C#N)c(SCC(=O)O)n2)cc1,11,3,10,-24,-19,-1,8,10
CCC(=O)N/C(=N/c1nc(C)cc(C)n1)Nc1cccc(OC)c1,-8,-9,3,42,14,7,-4,-11
CCOC(=O)C(=CNNc1cccc(Cl)c1)C(=O)OCC,-4,7,-18,-4,14,2,1,9
CC1CCCC(C)N1CCCNC(=O)CCn1c(=O)c2cccn2c2cccnc21 (configuration not stated),2,-3,6,-8,-10,1,-3,-7
CCc1cc2c(C)ccc(C)c2nc1SCC(=O)Nc1c(C)[nH]c(=O)[nH]c1=O,8,8,-7,12,-16,-8,8,4

# An excerpt from above in order of molar mass, descending.
SMILES,Apaf1 inhib,SENP7 block,Gli-Sufu antag,Jurkat NFkB inh,697 NFkB inh,UBC13 inh,SENP8 block,HKDC1 inh
CCC(=O)N/C(=N/c1nc(C)cc(C)n1)Nc1cccc(OC)c1,-8,-9,3,42,14,7,-4,-11
CCOC(=O)C(=CNNc1cccc(Cl)c1)C(=O)OCC,-4,7,-18,-4,14,2,1,9
CCN(CC)c1ccc(C(=O)NNC(=O)CCl)cc1,-24,8,-40,-8,5,19,1,-3

# Next entries:
SMILES,Apaf1 inhib,SENP7 block,Gli-Sufu antag,Jurkat NFkB inh,697 NFkB inh,UBC13 inh,SENP8 block,HKDC1 inh
COc1ccc(CCNCC(O)COc2ccc(OC)cc2C(C)(C)C)cc1 (configuration not stated),40,-9,5,-7,7,13,-18,-3
O=C(COC(=O)c1ccc2c(c1)C(=O)N(Cc1ccco1)C2=O)NCC(F)(F)F,0,-2,/,-3,0,-5,-7,-5
Cc1ccc(NC(=S)NC(=O)c2ccc(Br)o2)c(C)c1,-2,-14,-116,-39,-95,6,-29,-3
CCN(C(=O)CCc1nnc2ccc(N3CCC4(CC3)OCCO4)nn12)c1ccccc1,-13,9,-1,12,-2,-1,-1,0
CC(=O)c1c(C(C)=O)c(C)n(-c2nc(-c3ccccc3)c(C)s2)c1C,2,-3,-2,6,6,-8,-9,-6
Cc1nn(CC(=O)NC2C(=O)N3C(C(=O)O)=C(CSc4nnnn4C)CSC23)cc1Br (configuration not stated),-2,-9,3,-9,15,-8,-7,-7
CC(C)C(=O)N(Cc1ccccc1)c1ccccn1,-9,-4,-15,-6,9,-1,-10,2
COCCN(C(=O)COC(=O)c1cc2ccccc2cc1OC)c1c(N)n(Cc2ccccc2)c(=O)[nH]c1=O,11,5,1,-1,20,8,10,0
O=C(NCC1(c2ccccc2)CCOCC1)c1ccc(Br)o1,10,5,5,9,14,2,0,-2
Cc1sc2nc(CN3CCOCC3)nc(N3CCOCC3)c2c1C,-11,6,0,10,-1,-6,8,-8
CN(C)c1nc(OCCOC(=O)c2ccccc2)nc(N(C)C)n1,1,-6,4,-5,-23,10,6,-3
CCOC(=O)c1c(C2CC2)csc1NC(=O)COC(=O)c1cnc(Cl)c(Cl)c1,-2,-2,-9,7,20,7,-5,-10

# More records:
SMILES,Apaf1 inhib,SENP7 block,Gli-Sufu antag,Jurkat NFkB inh,697 NFkB inh,UBC13 inh,SENP8 block,HKDC1 inh
NC(=O)c1cn(-c2ccccc2)nc1-c1cc2ccccc2oc1=O,-4,6,-1,2,3,8,6,-6
CS(=O)(=O)c1ccc(C(=O)OCC(=O)NCc2cccs2)cc1[N+](=O)[O-],2,9,5,4,1,4,-1,13
CCOc1ccc(CCNc2ccc3nnc(-c4ccccc4)n3n2)cc1OCC,38,-2,19,-4,5,13,0,-5
Fc1cccc(/C=N/Nc2cc(N3CCOCC3)ncn2)c1,0,-9,-79,-81,-147,1,-20,-4
CCN1CCN(c2cc(C)c3cc(NC(=O)c4cnccn4)ccc3n2)CC1,10,-1,-17,-10,-17,-9,-1,5
COc1ccc(C(=O)NCc2ccccc2CN2CCCC2)cc1S(=O)(=O)N1CCOCC1,-7,-4,2,-1,6,0,-5,-6
CCn1nc(C(=O)OCC(=O)c2ccc3c(c2)OCCO3)c2ccccc2c1=O,14,7,-5,7,-18,4,-14,6
S=C(NC1CCCCC1)N1CCn2cccc2C1c1ccncc1 (configuration not stated),-3,-2,-6,-1,4,15,-6,1
COc1ccc(/C(C)=N/N2C(=O)c3ccccc3NC2c2ccc(O)c(OC)c2)cc1 (configuration not stated),2,3,-13,-8,-22,7,1,5
COc1cc(OC)c(NC(=O)CCNC(=O)Cn2ccc3ccccc3c2=O)cc1Cl,-1,10,5,7,-2,6,7,-2
Cc1ccc(-n2nnnc2-c2cnc3cc4c(cc3c2C)OCO4)cc1,12,-7,10,12,-6,4,-1,4
Cc1ccc(NC(=O)CN2C(=O)C(C)Oc3ccccc32)nc1 (configuration not stated),-15,2,2,-5,14,4,7,-8

# Next results follow:
SMILES,Apaf1 inhib,SENP7 block,Gli-Sufu antag,Jurkat NFkB inh,697 NFkB inh,UBC13 inh,SENP8 block,HKDC1 inh
Cc1cc2oc(C(=O)Nc3cccnc3)c(C)c2cc1C,9,-1,-18,-49,20,8,-8,-5
CCC(C)C(=O)Nc1ccc(OC)cc1OC (configuration not stated),-6,23,-1,4,10,5,-9,-4
O=C(CCC(=O)Nc1ccccc1)NNC(=O)c1ccccc1Cl,-11,-12,1,9,1,14,-6,-4
COc1ccccc1C(=O)NC(=O)COC(=O)c1ccc(Br)o1,3,-3,-1,-2,3,1,3,0
O=C(C1CCCCC1)N1CCC(n2nnc3ccccc32)CC1,-1,0,6,8,7,4,0,-5
CCCN(Cc1cc2cc(OC)ccc2[nH]c1=O)C(=O)c1ccco1,-18,2,0,-5,-2,2,3,-2
COc1cccc(N=Nc2c(N)[nH]n3c(=O)c4c(nc23)CCCC4)c1,12,10,10,-13,11,-91,-3,-2
Cc1nn(C2CCS(=O)(=O)C2)c(C)c1CN(C)C(=O)c1ccc(S(=O)(=O)N(C)C)cc1 (configuration not stated),-10,0,-5,4,0,8,5,-5
O=C(CN(C(=O)CNC(=O)c1ccco1)c1ccc2c(c1)OCO2)NC1CCCCC1,-4,1,-19,7,4,1,4,2
c1cc(CN2CCN(C3CCCCCC3)CC2)ccn1,-2,-10,8,13,-4,-2,-8,-7
COc1ccc(/C=N/Nc2nc(C)nc(N)n2)cc1,-1,10,-3,-14,-8,-7,-12,-5
CN(CC(=O)N1CCc2[nH]c3ccc(F)cc3c2C1)CC1OCCO1,-2,6,-3,3,9,5,4,1

# Profiles from above. Order of values: Apaf1 inhib | SENP7 block | Gli-Sufu antag | Jurkat NFkB inh | 697 NFkB inh | UBC13 inh | SENP8 block | HKDC1 inh
# Shown for COc1ccc(/C=N/Nc2nc(C)nc(N)n2)cc1 = -1 | 10 | -3 | -14 | -8 | -7 | -12 | -5
# Shown for O=C(CN(C(=O)CNC(=O)c1ccco1)c1ccc2c(c1)OCO2)NC1CCCCC1 = -4 | 1 | -19 | 7 | 4 | 1 | 4 | 2

# Additional records
SMILES,Apaf1 inhib,SENP7 block,Gli-Sufu antag,Jurkat NFkB inh,697 NFkB inh,UBC13 inh,SENP8 block,HKDC1 inh
COc1ccc(S(=O)(=O)Nc2ccc(F)c(Cl)c2)cc1OC,4,1,26,3,3,14,-2,-3
COC(=O)c1ccc(NC(=O)CCN2CCN(Cc3ccccc3)CC2)cc1,9,-9,-1,-12,5,1,-2,-6
O=C(NCc1cccnc1)c1cc(-c2ccco2)on1,-5,-7,-5,-17,-9,-1,-13,-4
COc1ccc(C)cc1NC(=O)c1ccc(S(=O)(=O)N2CCOCC2)cc1,7,6,0,-11,2,2,1,-2
CCOc1cc(S(=O)(=O)n2cnc(C)c2)ccc1Cl,12,7,6,4,17,6,-7,1
COc1cc(CN2CCCCC2C(=O)Nc2ccc(Oc3ccccc3)nc2)ccc1O (configuration not stated),12,-4,-3,-11,-3,3,-3,8
Cc1ccc(C2N=C(N)Nc3nc(=O)c4ccccc4n32)cc1 (configuration not stated),0,-9,0,-11,2,31,-12,-5
Cc1ccc(-n2nnnc2SCc2nc3sc(C)c(C)c3c(=O)[nH]2)cc1,-10,-1,6,6,-22,-12,1,-7
CCCN1CCCc2ccccc21,-4,-3,11,-13,-6,-2,-7,-18
CCOC(=O)C(O)(CC(=O)c1ccc(OC)cc1)C(F)(F)F (configuration not stated),6,-5,4,-6,-12,-2,-4,-3
CCC(CC)c1nc(C#N)c(NC(C)c2ccccc2)o1 (configuration not stated),8,0,-6,19,-35,9,-3,11
Clc1ccc(C(c2nnnn2C2CCCC2)N2CCN(Cc3ccncc3)CC2)cc1 (configuration not stated),11,7,1,6,-18,-9,-13,-4

# Following part.
SMILES,Apaf1 inhib,SENP7 block,Gli-Sufu antag,Jurkat NFkB inh,697 NFkB inh,UBC13 inh,SENP8 block,HKDC1 inh
CC(C(=O)N1CCCCCC1)N(c1ccc(Cl)cc1)S(C)(=O)=O (configuration not stated),-11,-4,5,1,-11,2,-5,-7
Cc1ccc(C)c(NS(=O)(=O)c2c(C)nc3sccn3c2=O)c1,11,-12,5,-18,-6,-12,-11,-10
O=C(CC1C(=O)N(c2ccccc2)C(=O)N1C1CCCCC1)Nc1ccccc1 (configuration not stated),-3,6,4,16,-10,5,0,-2
COc1cc(NS(=O)(=O)c2ccc(N/C=C\C(=O)c3ccc(F)cc3)cc2)nc(OC)n1,3,0,-8,13,12,16,3,11
COC(=O)/C=C/c1ccc2c(c1)S(=O)(=O)N(Cc1ccc(OC)cc1)[C@H]2CC(=O)OC,7,4,0,12,-13,3,3,5
CC(C)C(NC(=O)c1ccco1)C(=O)OCC(=O)Nc1ccc(C(N)=O)cc1 (configuration not stated),-2,4,0,0,6,-3,0,-5

# Assay outcomes deposited in PubChem by Sanford-Burnham Center for Chemical Genomics.
